High-throughput results (PubChem)
M1 antag: blocks human M1 muscarinic receptor | CHO-K1 hM1, Fluo-8 calcium fluorescence, ACh EC80 antagonist | AID 588852 | actives 1.3% (n = 360,000) | inhibition, % at 3 µM;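 active = percent inhibition above its own plate's cutoff, namely the mean of that plate's compound wells plus 3 SD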;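 also: peak over basal fluorescence ratio during 140 s after agonist addition; 0% = ACh EC80 plus DMSO and 100% = DMSO alone without agonist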
Target sequence (P11229 whole entry, looked up): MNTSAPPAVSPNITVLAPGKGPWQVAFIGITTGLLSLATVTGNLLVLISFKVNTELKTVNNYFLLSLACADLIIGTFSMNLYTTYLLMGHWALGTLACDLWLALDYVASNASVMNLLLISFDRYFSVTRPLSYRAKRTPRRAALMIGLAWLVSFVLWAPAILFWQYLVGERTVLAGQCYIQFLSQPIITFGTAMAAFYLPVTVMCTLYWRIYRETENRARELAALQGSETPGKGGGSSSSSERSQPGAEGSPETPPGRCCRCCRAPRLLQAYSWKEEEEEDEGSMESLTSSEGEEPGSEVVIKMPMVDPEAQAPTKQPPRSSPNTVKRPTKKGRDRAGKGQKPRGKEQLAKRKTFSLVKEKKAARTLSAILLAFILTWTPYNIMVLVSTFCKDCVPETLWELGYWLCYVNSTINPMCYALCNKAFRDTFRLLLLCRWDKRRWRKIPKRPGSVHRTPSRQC
CHRM1 PAM: potentiates human M1 receptor response to acetylcholine; P11229; AID 588819; CHO-K1 hM1, Fluo-8 calcium fluorescence, ACh EC20; 0% = ACh EC20, 100% = maximal ACh; activation, % at 3 µM; actives 0.088% (n = 360,000); in the data active = activation above about 19%, passing the limit was not always enough
CHO parental Ca: counter-screen: ATP calcium response change in parental CHO cells; parental CHO-K1, ATP-induced calcium, Fluo-8 fluorescence; inhibition, % at 5.6 µM; actives 0.63% (n = 330,000); AID 463079;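 active = inhibition above that plate's mean sample inhibition plus 3 SD, cut at about 26% in these data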;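 also: 0% = ATP-challenged DMSO wells and 100% = DMSO wells without ATP; some compounds past the cut are filed as inactive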
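Material: parental CHO cells / Compound: single nominal dose of 5.6 µM per compound / Signal: Fluo-8 fluorescence / Replicates: singlicate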
TAAR1 agonist: human TAAR1 agonism; activation, % at 3 µM; CHO RD-HGA16 TAAR1, Fluo-8 calcium fluorescence; vehicle wells 0%, saturating PEA agonist 100%; Q96RJ0; actives 0.99% (n = 360,000); AID 624467;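 active = activation above the mean activation of all test compounds in the run plus 3 SD, cut at about 38% in these data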
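Repeats: no replicates (n 1) | Material: CHO-derived RD-HGA16 cells with stable Gα16 and human TAAR1 | Technique: Kinetic Fluo-8 calcium fluorescence | Schedule: 17-24 h seeding, 75 min 37 °C dye, 30 min RT | Evaluation: % activation from peak over basal fluorescence ratio, DMSO-to-PEA scaled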
OXTR agonist: human OXTR agonism; P30559; CHO-OTR cells, Fluo-8 calcium fluorescence; normalized: DMSO 0%, oxytocin 100%; activation, % at 3 µM; actives 0.32% (n = 320,000); AID 2435;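 active = activation above the mean of all tested compounds plus 3 SD, cutoff set per screening run, cut at about 20% in these data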;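 also: peak over basal fluorescence ratio from a 100 s FLIPR kinetic read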
V1R ag counter: counter-screen for oxytocin receptor agonists: human V1a receptor agonists; P37288; CHO-V1R cells, Fluo-8 calcium fluorescence, agonist mode; 0% DMSO, 100% 3 nM vasopressin; activation, % at 3 µM; actives 0.25% (n = 320,000); AID 2797;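 active = activation above the mean activation of all tested compounds plus 3 SD, per screening run, cut at about 20% in these data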;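 also: signal is peak over basal fluorescence ratio across a 100 second FLIPR read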
Target sequence (P37288 whole entry, looked up): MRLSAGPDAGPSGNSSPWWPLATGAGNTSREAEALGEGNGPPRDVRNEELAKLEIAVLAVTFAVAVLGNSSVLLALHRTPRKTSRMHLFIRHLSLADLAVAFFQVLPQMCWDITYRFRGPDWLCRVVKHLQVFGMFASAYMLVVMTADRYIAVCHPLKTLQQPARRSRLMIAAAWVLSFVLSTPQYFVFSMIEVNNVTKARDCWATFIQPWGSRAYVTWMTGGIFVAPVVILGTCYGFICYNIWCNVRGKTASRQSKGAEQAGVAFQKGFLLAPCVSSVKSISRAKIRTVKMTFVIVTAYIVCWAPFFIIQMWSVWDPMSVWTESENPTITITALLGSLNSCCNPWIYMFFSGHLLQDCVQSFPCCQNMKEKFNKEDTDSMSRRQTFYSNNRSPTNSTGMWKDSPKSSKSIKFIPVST
OXTR potentiator: potentiators of human oxytocin receptor; activation, % at 3 µM; P30559; AID 2445; CHO-OTR cells, Fluo-8 calcium fluorescence, potentiator mode; 0% = oxytocin EC15, 100% = EC100; actives 0.061% (n = 320,000);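 active = activation above that plate's cutoff, the mean activation of tested compounds plus 3 SD, cut at about 6.6% in these data, passing the limit was not always enough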;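 also: 100% uses oxytocin at 75 nM as the full agonist control; some results filed as inactive read as strong as hits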
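Material: human OTR in CHO cells. Compound: 3.0 µM, one dose. Timing: compound 6 min at room temperature before oxytocin, 100 s read. Evaluation: % activation of max/min ratio relative to oxytocin controls. Replication: single well per compound, singlicate. Signal: Fluo-8 calcium dye fluorescence.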
M1 ag: activates human CHRM1 receptor. activation, % at 3 µM. AID 588814. actives 0.33% (n = 360,000). CHO-K1 hM1, Fluo-8 calcium fluorescence, agonist mode; 0% DMSO, 100% acetylcholine EC100. P11229;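 active = activation above the run's mean compound activation plus 3 SD, cut at about 16% in these data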;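 also: peak over basal fluorescence ratio within a 140 s kinetic read after compound addition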
TAAR1 antagonist: human TAAR1 antagonism; actives 1.5% (n = 360,000); AID 624466; Q96RJ0; inhibition, % at 3 µM; CHO RD-HGA16 TAAR1, Fluo-8 calcium fluorescence, antagonist;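 active = inhibition above a per-plate cutoff, the mean inhibition of test compounds on that plate plus 3 SD, cut at about 49% in these data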;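 also: 0% = DMSO plus EC80 beta-PEA response and 100% = DMSO alone without agonist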
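Test system – hTAAR1-expressing CHO RD-HGA16 cells, Gα16-coupled · Also added – β-PEA at EC80 concentration, post-compound challenge · Compound – 3 µM, single point · Incubation – dye loading 75 min at 37 °C, then 30 min room temperature · Measured by – Fluo-8 intracellular calcium dye fluorescence, real-time kinetic reads · Benchmarks – vehicle and agonist controls · Replicates – singlicate, one well per test compound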
* marks the source's active call; other numbers are inactive results.

CC1CCc2[nH]c3ccc(C(=O)O)cc3c2C1 (stereo not given) was read as M1 antag 2, CHRM1 PAM -4, CHO parental Ca 5, TAAR1 agonist 9, OXTR agonist 13, V1R ag counter 15, OXTR potentiator -12, M1 ag -1 and TAAR1 antagonist 5.
For CCC(=O)Nc1ccc(C(=O)NNC(=O)c2ccccc2)cc1 the results were M1 antag -9, CHRM1 PAM 8, CHO parental Ca -6, TAAR1 agonist 0, OXTR agonist 0.6, V1R ag counter -0.1, OXTR potentiator -8, M1 ag -1 and TAAR1 antagonist 12.
`O=C(CC1NCCNC1=O)NC1Cc2ccccc2C1` (stereo not given) gave M1 antag -14, CHRM1 PAM 8, CHO parental Ca -6, TAAR1 agonist 2, OXTR agonist 0.9, V1R ag counter 1.1, OXTR potentiator 3, M1 ag -2 and TAAR1 antagonist -54.
Screening CCn1c(C)nc2c1C(=O)c1ccccc1C2=O returned M1 antag -8, CHRM1 PAM 6, CHO parental Ca -18, TAAR1 agonist 3, OXTR agonist -1.7, V1R ag counter -0.2, OXTR potentiator -6, M1 ag -4 and TAAR1 antagonist -9.
`COc1ccc(/C=C2\CN(Cc3ccccc3)C/C(=C\c3ccc(OC)cc3OC)C2=O)c(OC)c1` gave M1 antag 29*, CHRM1 PAM -7, CHO parental Ca 1, TAAR1 agonist 13, OXTR agonist -1.1, V1R ag counter 0.4, OXTR potentiator -22, M1 ag 0 and TAAR1 antagonist 57*.
`CC(C)(Oc1ccc(Cl)cc1)C(=O)Nc1ncccn1` gave M1 antag 5, CHRM1 PAM 9, CHO parental Ca -10, TAAR1 agonist 1, OXTR agonist -0.9, V1R ag counter 0.9, OXTR potentiator 2, M1 ag -1 and TAAR1 antagonist -5.
For O=C(Nc1ccc(-c2nc3ccccc3[nH]2)cc1)c1ccc(N2C(=O)CCC2=O)cc1 the results were M1 antag -7, CHRM1 PAM 10, CHO parental Ca 0, TAAR1 agonist 1, OXTR agonist 2.8, V1R ag counter -0.1, OXTR potentiator -2, M1 ag -2 and TAAR1 antagonist 13.
CCOc1ccc(N2CC(C(=O)NC3=NCCS3)CC2=O)cc1 (stereo not given) was read as M1 antag -2, CHRM1 PAM 6, CHO parental Ca -8, TAAR1 agonist 2, OXTR agonist -0.1, V1R ag counter 1.0, OXTR potentiator 0, M1 ag -2 and TAAR1 antagonist 15.
`CS(=O)(=O)NN1C(=O)c2ccccc2NC1c1ccccc1O` (stereo not given) gave M1 antag -7, CHRM1 PAM 12, CHO parental Ca -8, TAAR1 agonist 7, OXTR agonist 1.2, V1R ag counter 0.1, OXTR potentiator -2, M1 ag -6 and TAAR1 antagonist -4.
CC(C)c1nc(=S)n(-c2ccccc2)[nH]1 was read as M1 antag 0, CHRM1 PAM 3, CHO parental Ca -9, TAAR1 agonist 1, OXTR agonist -0.3, V1R ag counter 1.2, OXTR potentiator -11, M1 ag 0 and TAAR1 antagonist 2.
`COc1ccc(NC(=O)C2CCCN2C(=O)Nc2cccc(F)c2)cc1` (stereo not given) gave M1 antag -10, CHRM1 PAM 9, CHO parental Ca -4, TAAR1 agonist 2, OXTR agonist 0.3, V1R ag counter 0.8, OXTR potentiator 6, M1 ag -3 and TAAR1 antagonist -19.
CCOc1ccc(S(=O)(=O)N(CC(N)=O)c2ccc(C)cc2)cc1 was read as M1 antag -5, CHRM1 PAM -2, CHO parental Ca 3, TAAR1 agonist 7, OXTR agonist 1.5, V1R ag counter 0.5, OXTR potentiator -2, M1 ag 0 and TAAR1 antagonist -5.
Cc1ccc(CNC(=O)C(=O)NCC2OCCCN2S(=O)(=O)c2cccs2)cc1 (stereo not given) was read as M1 antag -3, CHRM1 PAM 4, CHO parental Ca -18, TAAR1 agonist 1, OXTR agonist -1.2, V1R ag counter 2.1, OXTR potentiator -10, M1 ag 0 and TAAR1 antagonist -14.
For COc1ccc(CCNC(=O)Cn2ccc3cc(S(=O)(=O)N4CCCC4)ccc32)cc1OC the results were M1 antag -4, CHRM1 PAM 5, CHO parental Ca -15, TAAR1 agonist 0, OXTR agonist 0.1, V1R ag counter 0.2, OXTR potentiator 0, M1 ag -2 and TAAR1 antagonist 10.
Cc1ccc(/C=N/NC(=O)C(C)Oc2ccccc2[N+](=O)[O-])s1 (stereo not given) was read as M1 antag 2, CHRM1 PAM 4, CHO parental Ca -9, TAAR1 agonist -2, OXTR agonist 0.0, V1R ag counter 0.1, OXTR potentiator -6, M1 ag -10 and TAAR1 antagonist 16.
Screening Cc1nnsc1C(=O)N/N=C/c1c(F)cccc1Cl returned M1 antag -10, CHRM1 PAM 9, CHO parental Ca -3, TAAR1 agonist -1, OXTR agonist -0.8, V1R ag counter -0.1, OXTR potentiator -7, M1 ag -4 and TAAR1 antagonist -10.
For O=C(NCCN1CCCCCC1)C1CC(=O)N(CCc2ccccc2)C1 (stereo not given) the results were M1 antag -3, CHRM1 PAM 0, CHO parental Ca -10, TAAR1 agonist 4, OXTR agonist 0.8, V1R ag counter 0.1, OXTR potentiator -7, M1 ag -5 and TAAR1 antagonist -4.
Screening Cc1ccc(NC(=O)C(c2ccccc2)N2CCN(CC(=O)N3CCOCC3)CC2)cc1Cl (stereo not given) returned M1 antag 0, CHRM1 PAM 16, CHO parental Ca -10, TAAR1 agonist 3, OXTR agonist 0.5, V1R ag counter 1.5, OXTR potentiator -10, M1 ag 3 and TAAR1 antagonist 1.
Screening COc1ccccc1-n1cnc2sc(-c3ccccc3)cc2c1=O returned M1 antag 3, CHRM1 PAM -5, CHO parental Ca -8, TAAR1 agonist 0, OXTR agonist 1.7, V1R ag counter 2.8, OXTR potentiator 0, M1 ag -2 and TAAR1 antagonist 10.
Screening Cc1c(C(=O)OCC(=O)N2CC(=O)Nc3ccccc32)oc2ccccc12 returned M1 antag 5, CHRM1 PAM 3, CHO parental Ca -25, TAAR1 agonist 12, OXTR agonist 0.4, V1R ag counter 0.2, OXTR potentiator -8, M1 ag -2 and TAAR1 antagonist -15.

Fetched one by one from above:
CCOc1ccc(S(=O)(=O)N(CC(N)=O)c2ccc(C)cc2)cc1 was read as M1 antag -5, CHRM1 PAM -2, CHO parental Ca 3, TAAR1 agonist 7, OXTR agonist 1.5, V1R ag counter 0.5, OXTR potentiator -2, M1 ag 0 and TAAR1 antagonist -5.
CCOc1ccc(N2CC(C(=O)NC3=NCCS3)CC2=O)cc1 (stereo not given) was read as M1 antag -2, CHRM1 PAM 6, CHO parental Ca -8, TAAR1 agonist 2, OXTR agonist -0.1, V1R ag counter 1.0, OXTR potentiator 0, M1 ag -2 and TAAR1 antagonist 15.
Screening COc1ccccc1-n1cnc2sc(-c3ccccc3)cc2c1=O returned M1 antag 3, CHRM1 PAM -5, CHO parental Ca -8, TAAR1 agonist 0, OXTR agonist 1.7, V1R ag counter 2.8, OXTR potentiator 0, M1 ag -2 and TAAR1 antagonist 10.

(list continues)
Screening CC(=O)[C@@]1(O)CC[C@H]2[C@@H]3CCC4=CC(=O)CC[C@]4(C)[C@H]3[C@@H](O)C[C@@]21C returned M1 antag -20, CHRM1 PAM 7, CHO parental Ca -6, TAAR1 agonist 2, OXTR agonist 1.0, V1R ag counter 3.2, OXTR potentiator 0, M1 ag 2 and TAAR1 antagonist -22.
`COc1ccccc1C1=NNC(=NCc2ccccc2)SC1` gave M1 antag 2, CHRM1 PAM 2, CHO parental Ca -10, TAAR1 agonist 5, OXTR agonist -0.3, V1R ag counter 0.5, OXTR potentiator -3, M1 ag -10 and TAAR1 antagonist -4.
Screening CCN(CC)S(=O)(=O)c1ccc(N/N=C(\C)c2ccc(OC)cc2O)nc1 returned M1 antag -13, CHRM1 PAM 7, CHO parental Ca 0, TAAR1 agonist 12, OXTR agonist -0.1, V1R ag counter 0.6, OXTR potentiator -2, M1 ag -6 and TAAR1 antagonist 17.
`O=C(CCC(=O)NNC(=O)COc1ccc(Br)cc1Br)NCc1ccccc1` gave M1 antag 5, CHRM1 PAM 8, CHO parental Ca -9, TAAR1 agonist -1, OXTR agonist -1.4, V1R ag counter -0.3, OXTR potentiator 1, M1 ag -4 and TAAR1 antagonist -1.
For CNS(=O)(=O)c1cnccc1N1CCN(C)CC1 the results were M1 antag -5, CHRM1 PAM 6, CHO parental Ca -8, TAAR1 agonist 2, OXTR agonist -0.2, V1R ag counter 2.8, OXTR potentiator -4, M1 ag -12 and TAAR1 antagonist 5.
Screening Cc1onc(C(=O)NN)c1C(=O)N1CCN(C(c2ccccc2)c2ccccc2)CC1 returned M1 antag 4, CHRM1 PAM -19, CHO parental Ca -26, TAAR1 agonist 0, OXTR agonist -0.1, V1R ag counter 1.4, OXTR potentiator 5, M1 ag -14 and TAAR1 antagonist -1.
`CCn1c(C)[n+](CCOCC[n+]2c(C)n(CC)c3cc(Cl)c(Cl)cc32)c2cc(Cl)c(Cl)cc21` gave M1 antag 4, CHRM1 PAM -12, CHO parental Ca -5, TAAR1 agonist -3, OXTR agonist 0.4, V1R ag counter -0.5, OXTR potentiator -6, M1 ag -15 and TAAR1 antagonist -3.
For CC1(C(=O)NCc2cccc3ccccc23)CCN1Cc1cccc2c1OCO2 (stereo not given) the results were M1 antag -8, CHRM1 PAM 2, TAAR1 agonist -3, M1 ag -4 and TAAR1 antagonist -18.
`C/C(N)=C(/C#N)C(=O)COC(=O)c1ccccc1Cc1ccccc1` gave M1 antag -3, CHRM1 PAM 7, CHO parental Ca 6, TAAR1 agonist 1, OXTR agonist -1.2, V1R ag counter 0.2, OXTR potentiator -20, M1 ag -7 and TAAR1 antagonist 26.
`Nc1ncnc(N(c2ccccc2)C2CCCCC2)c1[N+](=O)[O-]` gave M1 antag 3, CHRM1 PAM -2, CHO parental Ca -17, TAAR1 agonist 5, OXTR agonist -1.8, V1R ag counter -0.6, OXTR potentiator -1, M1 ag -6 and TAAR1 antagonist 6.
`O=C(CSc1ccc([N+](=O)[O-])cc1)Nc1cccc(S(=O)(=O)Nc2ccccc2F)c1` gave M1 antag 7, CHRM1 PAM -13, CHO parental Ca 46*, TAAR1 agonist 12, OXTR agonist 5.4, V1R ag counter 9.8, OXTR potentiator -19, M1 ag -1 and TAAR1 antagonist 39.
`CCCCn1nnnc1NCc1cccs1` gave M1 antag -9, CHRM1 PAM 1, CHO parental Ca -7, TAAR1 agonist 5, OXTR agonist -0.8, V1R ag counter 1.2, OXTR potentiator -4, M1 ag -4 and TAAR1 antagonist -19.

Rows are unselected (roughly 3.7% active in at least one column).
